Tau fibril FP: qHTS for Inhibitors of Tau Fibril Formation, Fluorescence Polarization. 280,000 tested, 0.39% active. Potency, µM (top dose mostly 57.7 µM), for inactives: at the top dose activity, negative = inhibition, hits mostly inhibitors. Microtubule-associated protein tau (Homo sapiens), P10636. K18 P301L tau heparin fibrillization, Alexa594 FP, 6 h; further: nearly all actives have a fitted effect of over 55% in size
Target sequence (P10636 561-689 P618L limits assumed): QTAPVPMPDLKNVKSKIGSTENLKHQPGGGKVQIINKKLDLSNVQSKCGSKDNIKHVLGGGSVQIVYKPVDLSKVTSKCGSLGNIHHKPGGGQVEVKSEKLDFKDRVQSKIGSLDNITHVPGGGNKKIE
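Steps: dispense K18 P301L tau (15 uM plus 0.24 uM Alexa 594 tracer, final) in pH 7 sodium acetate; add compound; add heparin (20 uM final); incubate 6 hr, 37 C; add ThT (30 uM final); after 1 hr ambient, read FP.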
RGS12 GoLoco inh: qHTS Assay for Inhibitors of RGS12 GoLoco Motif Activity (Red Fluorophore); Guanine nucleotide-binding protein G(i) subunit alpha-1 (Homo sapiens), P63096; Gai1:RGS12 GoLoco peptide FP, rhodamine, 10 min; Potency, µM (doses to about 61.6 µM), for inactives: top-dose activity, negative = inhibition, most hits filed as inhibitors; 230,000 tested, 0.44% active; AID 880, 2007; active means well fitted inhibition curve with a large enough effect, not every such curve was filed as active; inactive means no such curve, though single readings can be large or run the other way; further: nearly all actives have a fitted effect of over 30% in size; many of its hits are not listed in these tables
TR SRC2 fluor cs: Total Fluorescence Counterscreen for Inhibitors of the Interaction of Thyroid Hormone Receptor and Steroid Receptor Coregulator 2; 280,000 tested, 0.29% active; Potency, µM (highest dose often 106 µM), without a hit: at the top dose fluorescence change, negative = quenching; TRb/SRC2 Texas Red total fluorescence interference; active means well fitted curve in either direction with a large enough effect; inconclusive means small, poorly fitted or top-dose-only effect
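Flags fluorescent or light-absorbing compounds by total fluorescence, S + 2P, at 555 nm excitation and 632 nm emission. Mixture: 20 nM Texas Red SRC2 peptide, 0.6 uM human TRb LBD, 1 uM T3, 5% DMSO; compound exposure 5 h at ambient temperature.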
Tau ThT inhib: qHTS for Inhibitors of Tau Fibril Formation, Thioflavin T Binding. Potency, µM (series often up to 57.4 µM), without a hit: at the top dose activity, negative = inhibition, hits mostly inhibitors. recombinant tau K18 P301L (four-repeat tau fragment), heparin-induced fibrillization, ThT fluorescence. 270,000 tested, 2.1% active; further: nearly all actives have a fitted effect of over 55% in size
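Aggregation was driven by heparin (20 uM final) acting on recombinant tau […] bearing P301L in 100 mM sodium acetate pH 7; fibrils were detected with Thioflavin T.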
RECQ1 inh: qHTS Assay for Inhibitors of RecQ-Like Dna Helicase 1 (RECQ1). RECQ1 DNA unwinding, red fluorescence kinetic read. Potency, µM (top dose mostly 57.3 µM), without a hit: top-dose activity, negative = inhibition, most hits filed as inhibitors. 240,000 tested, 0.54% active;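 further: plate controls were vehicle for no effect and no enzyme for full effect; nearly all actives have a fitted effect of over 30% in size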
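RECQ1T1 50 nM; forked duplex (20 bp + 30-nt ss tails) 200 nM, ATP 2 mM final; pH 8.0, 2 mM MgCl2, 2.5 ug/ml poly(dI-dC); 15 min compound preincubation; discontinuous kinetic read over 2 h at RT.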
TRb-SRC2 inh: qHTS for Inhibitors of the Interaction of Thyroid Hormone Receptor and Steroid Receptor Coregulator 2. Potency, µM (highest dose often 106 µM), without a hit: top-dose activity change, negative = inhibition, actives largely listed as inhibitors. TRbeta-SRC2 peptide binding, fluorescence polarization; receptor liganded with 1 µM T3. Thyroid hormone receptor beta (Homo sapiens), P10828. 280,000 tested, 0.065% active;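 further: plate controls were bound peptide for no effect and peptide without receptor for full effect; nearly all actives have a fitted effect of over 50% in size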
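Polarization signal, normalized between peptide-alone and full complex controls, measured compound effects on T3-liganded human TRb LBD (0.6 uM) binding 20 nM Texas Red SRC2 peptide after 5 hr.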
L3MBTL1 inh: qHTS Assay for the Inhibitors of L3MBTL1. AID 485360, 2010. Lethal(3)malignant brain tumor-like protein 1 (Homo sapiens), Q9Y468. 230,000 tested, 0.66% active. AlphaScreen L3MBTL1–H3K9me1 peptide binding. Potency, µM (series often up to 57.1 µM), for inactives: top-dose activity, negative = inhibition, actives largely listed as inhibitors; further: nearly all actives have a fitted effect of over 60% in size
Target sequence (Q9Y468 whole entry, looked up): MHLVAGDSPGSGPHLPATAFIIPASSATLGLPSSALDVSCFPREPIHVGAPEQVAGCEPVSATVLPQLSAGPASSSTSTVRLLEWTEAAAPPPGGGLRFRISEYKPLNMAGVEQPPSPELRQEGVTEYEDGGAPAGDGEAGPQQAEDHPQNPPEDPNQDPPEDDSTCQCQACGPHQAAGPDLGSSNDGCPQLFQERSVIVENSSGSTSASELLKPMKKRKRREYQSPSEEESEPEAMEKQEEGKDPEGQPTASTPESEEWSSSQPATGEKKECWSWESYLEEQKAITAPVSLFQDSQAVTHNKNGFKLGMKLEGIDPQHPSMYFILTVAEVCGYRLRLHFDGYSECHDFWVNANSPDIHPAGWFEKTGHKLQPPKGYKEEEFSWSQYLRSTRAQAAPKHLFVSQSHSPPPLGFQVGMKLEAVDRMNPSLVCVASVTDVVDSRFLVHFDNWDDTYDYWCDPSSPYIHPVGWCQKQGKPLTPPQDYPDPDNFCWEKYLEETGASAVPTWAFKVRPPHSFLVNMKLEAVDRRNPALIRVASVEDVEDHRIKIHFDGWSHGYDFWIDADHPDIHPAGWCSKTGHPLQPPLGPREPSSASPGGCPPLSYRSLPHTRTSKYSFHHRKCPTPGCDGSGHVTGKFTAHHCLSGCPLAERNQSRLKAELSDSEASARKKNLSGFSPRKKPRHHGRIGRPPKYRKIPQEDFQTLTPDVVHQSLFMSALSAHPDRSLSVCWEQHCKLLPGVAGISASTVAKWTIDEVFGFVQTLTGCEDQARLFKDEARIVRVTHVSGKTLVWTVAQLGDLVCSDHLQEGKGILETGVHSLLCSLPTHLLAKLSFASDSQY
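Displacement of a biotinylated histone H3(1-15) peptide monomethylated at Lys9 (75 nM) from L3MBTL1 (50 nM) was measured by AlphaScreen after a 30 min room-temperature compound incubation; cefsulodin titration served as intraplate control.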
KDM4E inh: qHTS Assay for Inhibitors of Human Jumonji Domain Containing 2E (JMJD2E). 230,000 tested, 1.6% active. JMJD2E catalytic domain, FDH-coupled NADH fluorescence (FDH is formaldehyde dehydrogenase). Potency, µM (doses to about 57.1 µM), without a hit: at the top dose activity change, negative = inhibition, hits mostly inhibitors. AID 2147, 2009. Lysine-specific demethylase 4E (Homo sapiens), B2RXH2; active means well fitted inhibition curve with a large enough effect, not every such curve was filed as active; inconclusive means small, poorly fitted or top-dose-only effect, or another doubt; inactive means no such curve, though single readings can be large or run the other way;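 further: 0% = wells with enzyme and -100% = buffer wells without enzyme; nearly all actives have a fitted effect of over 50% in size; many of its hits are not listed in these tables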
* = called active by the depositor; i = inactive; ? = inconclusive; · = not tested or not shown; [ ] = another dose, or the depositor's remark. Unless noted, the call rests on the fitted dose curve; in most records, active means well fitted curve in the direction sought with a large enough effect; inconclusive means small, poorly fitted or top-dose-only effect, or another doubt; inactive means no such curve, though single readings can be large; an effect the other way counts as inactive or inconclusive. Unless noted, on the % scale 0 is the no-effect control and ±100 the full control effect; potency means the concentration at half of the fitted maximal effect.

Sample of the layout, 2 compounds:
cpd	SMILES	Tau fibril FP	RGS12 GoLoco inh	TR SRC2 fluor cs	Tau ThT inhib	RECQ1 inh	TRb-SRC2 inh	L3MBTL1 inh	KDM4E inh
1	O=C(Nc1nncs1)C(Sc1ccccc1)c1ccccc1 (stereo unspecified)	-4.4%	-4.2%	-0.1%	-6.4%	-11.2%	3.3%	-1.4%	-2.7%
2	C/C(Cn1nc([N+](=O)[O-])cc1C)=N\NC(=O)COc1ccccc1[N+](=O)[O-]	-3.4%	13.6%	-1.8%	-9.7%	2.2%	-2.9%	3.3%	-2.6%

Results, repeating the preview:
cpd	SMILES	Tau fibril FP	RGS12 GoLoco inh	TR SRC2 fluor cs	Tau ThT inhib	RECQ1 inh	TRb-SRC2 inh	L3MBTL1 inh	KDM4E inh
1	O=C(Nc1nncs1)C(Sc1ccccc1)c1ccccc1 (stereo unspecified)	-4.4%	-4.2%	-0.1%	-6.4%	-11.2%	3.3%	-1.4%	-2.7%
2	C/C(Cn1nc([N+](=O)[O-])cc1C)=N\NC(=O)COc1ccccc1[N+](=O)[O-]	-3.4%	13.6%	-1.8%	-9.7%	2.2%	-2.9%	3.3%	-2.6%
3	COc1ccc(C(=O)Nc2nc(-c3nnn(-c4cc(OC)ccc4OC)c3C)ns2)cc1	?	·	-1.7%	9.6%	·	2.4%	·	·
4	NS(=O)(=O)c1ccc(S(=O)(=O)N2CCCC2)cc1	14.5%	0.3%	-7.7%	-6.6%	-8.8%	-1.3%	·	2.2%
5	CC1=C(C(=O)OC(C)(C)C)C(c2ccco2)C(C#N)=C(N)O1 (stereo unspecified)	6.1%	-1.4%	-0.1%	-3.0%	-3.9%	1.3%	-0.2%	-3.6%
6	COc1ccc(NC(=S)N2CCCC2)cc1	-1.9%	3.9%	0.9%	-0.7%	-2.2%	-0.1%	10.0%	2.3%
7	O=C(NCC1CCCO1)c1c(O)c2cccc3c2n(c1=O)CCC3 (stereo unspecified)	1.0%	4.9%	-5.7%	-11.8%	-16.1%	5.0%	-2.6%	?
8	O=C(/C=C/c1ccccc1)Oc1ccc(C(=S)N2CCOCC2)cc1	-10.5%	4.9%	-1.9%	-6.5%	i	0.3%	·	18.0%
9	O=C(NCc1nc2ccccc2[nH]1)C1=C[C@H](c2ccc(Br)cc2)C[C@H](OCc2ccc(CO)cc2)O1	?	2.9%	-0.5%	-1.6%	-24.0%	2.0%	-7.4%	-16.9%
10	CC(=O)N1CCC(C(=O)c2ccc(Cl)cc2)CC1	5.9%	-0.3%	3.0%	-12.6%	-9.0%	-2.1%	·	8.5%
11	COc1cnc(-c2ccccc2)nc1OC	-10.9%	-9.6%	1.3%	2.2%	-1.6%	-6.7%	24.8%	7.3%
12	CCOc1ccccc1NC(=O)NC(=O)N(C)S(C)(=O)=O	?	-8.8%	-2.3%	-12.9%	-18.8%	-5.3%	·	-5.5%
13	Cc1ccc(CNC(=O)C2CCCN(S(=O)(=O)c3cnc[nH]3)C2)cc1 (stereo unspecified)	6.1%	-13.7%	-0.1%	-1.6%	-13.4%	0.0%	44.0%[activator]	-2.0%
14	COc1ccc(C(=O)Nc2cccc(S(C)(=O)=O)c2)cc1OC	-3.7%	23.7%	1.1%	2.9%	i	1.9%	9.2%	11.8%
15	O=C(N/N=C/C1CC2CCC1C2)c1c[nH]c2ccccc12 (stereo unspecified)	-7.7%	13.5%	-0.3%	?	-5.8%	8.1%	-1.2%	69.4%[activator]
16	Cc1ccc(-c2c(C)n([O-])c3c([n+]2=O)CCCC3)cc1	7.5%	11.6%	-0.6%	-10.6%	-16.2%	4.4%	·	6.3%
17	Cc1ccc(-c2sc(C)nc2CC(=O)O)cc1	-8.6%	-22.6%	-0.8%	-6.5%	i	-13.6%	·	-6.6%
18	Cc1cc(Sc2nc(N)ncc2[N+](=O)[O-])ncn1	2.7%	10.2%	-5.6%	?	-12.8%	-12.8%	0.1%	-9.4%
19	CSC(=CC(=O)c1ccccc1)SC	0.8%	2.7%	-2.3%	-4.2%	-4.1%	-1.5%	-1.9%	-4.1%
20	COc1ccc(C(=O)C(CN2CCOCC2)c2ccccc2)cc1 (stereo unspecified)	12.3%	-17.1%	1.7%	?	-4.5%	5.8%	·	-2.5%
21	CN1CCN(c2ccc(Cl)cc2NC(=O)c2ccc(=O)n(C)n2)CC1	1.5%	7.8%	-2.1%	5.6%	i	-7.1%	-0.8%	0.2%
22	c1ccc(SCc2nc(-c3ccccn3)no2)cc1	-8.9%	-3.2%	-6.2%	-15.0%	3.5%	-3.5%	-0.9%[11.4 µM]	-1.0%
23	COC(=O)Cc1ccc(NC(=O)c2cccs2)cc1	0.5%	0.6%	-0.1%	-0.5%	-16.3%	-4.7%	-0.6%	5.5%
24	CCOC(=O)C1=C(C)N(C)C(=S)NC1c1cc(OC)ccc1OC (stereo unspecified)	-1.1%	9.0%	-0.2%	-3.5%	-9.3%	-1.8%	·	0.0%
25	COc1ccc(C2(Nc3cccc(F)c3)C(=O)c3ccccc3C2=O)cc1	-14.9%	·	-0.3%	-7.7%	·	2.7%	·	·
26	O=C(Nc1ccc(N2CCCCC2)cc1)c1ccc2ccccc2n1	15.0%	11.2%	-2.3%	12.6µM*	i	3.1%	·	-2.7%
27	COc1ccc2oc(C(=O)OCc3c(C)noc3C)c(C)c2c1	-0.4%	19.6%	-4.4%	-17.7%	i	-7.0%	2.5%	?
28	CCCCCCC(=O)Nc1cc2c(C)cc(=O)oc2cc1C	-5.6%	-1.9%	3.6%	-16.8%	i	-20.5%	-5.3%	?
29	COC(=O)c1ccc(COC(=O)c2c(C)nn(Cc3ccccc3Cl)c2Cl)o1	2.1%	9.2%	3.8%	-23.7%	-3.7%	-6.5%	25.0%	-3.4%
30	COCCN(C(=S)Nc1ccccc1C)C(C)c1cccnc1 (stereo unspecified)	6.3%	11.6%	-4.7%	6.9%	i	2.7%	2.7%	6.8%
31	CCn1nc(C)c2c(-c3ccccc3)cc(=O)n(C(C)C(=O)Nc3ccc(OC)c(OC)c3)c21 (stereo unspecified)	2.8%	·	-6.4%	?	·	-4.0%	·	·
32	Cc1ccc(N=C2NC(=O)CS2)c(C)c1	1.8%	3.5%	2.3%	-8.0%	-0.9%	7.1%	-7.0%	0.8%
33	Cn1c(=O)c2c(nc(N/N=C/c3ccc(OC(=O)c4ccco4)cc3)n2Cc2ccccc2)n(C)c1=O	10.3%	-0.5%	-5.2%	?	i	-0.2%	-9.9%	?
34	CCOC(=O)C(NC(=O)Nc1ccc(F)cc1F)(Oc1ccc(F)cc1)C(F)(F)F (stereo unspecified)	6.1%	2.4%	-6.0%	10.0%	-1.9%	2.4%	1.9%	2.3%
35	CC1=NN(C(C#N)c2ccccc2C)C(C)(C)C1 (stereo unspecified)	3.3%	5.3%	-5.5%	4.2%	i	-3.1%	-6.8%	10.4%
36	CCOC(=O)Nc1ccc2c(C)cc(=O)oc2c1	0.5%	3.6%	-0.8%	-16.8%	-2.6%	-16.5%	2.5%	?
37	O=C(Cc1ccccc1)NCCN1CCCC1	3.0%	3.5%	-1.4%	-3.3%	i	4.0%	·	-8.3%
38	CNS(=O)(=O)c1cccc(C(=O)NCC(c2cccs2)N(C)C)c1 (stereo unspecified)	1.4%	-0.4%	4.3%	-1.0%	-3.8%	4.6%	0.5%	7.6%
39	COc1ccc(C(=O)N2CCN=C2SCc2cccnc2)cc1OC	0.3%	4.4%	-0.8%	-11.5%	-14.8%	-1.6%	·	6.7%
40	COc1ccc(/C=C/C(O)=C2/C(=O)NC3(C)CC2c2ccccc2O3)c(OC)c1OC (stereo unspecified)	-5.3%	-0.8%	-2.1%	?	-0.1%	3.8%	·	?
41	CCCCn1nnnc1NCc1ccc(OC)c(OC)c1OC	1.9%	·	-2.7%	?	-3.3%	-1.9%	12.3%	3.4%
42	CCn1nc(C)cc1-c1nnc(SCC(=O)Nc2ccccc2)n1CCCOC	-2.3%	-21.4%	-0.7%	·	-2.7%	-5.7%	·	10.2%
43	O=C(CSc1nnc(-c2cccnc2)n1Cc1ccco1)c1ccc2ccccc2c1	-0.4%	5.6%	0.7%	?	-12.3%	5.2%	-6.2%	-3.2%
44	O=C(C1COc2ccccc2O1)N1CCn2c(nc3ccccc32)C1 (stereo unspecified)	-2.2%	0.9%	0.6%	-10.6%	-10.1%	2.8%	·	6.1%
45	CCC(C)NC(=O)CSc1nc2ccccc2c(=O)n1-c1c(C)n(C)n(-c2ccccc2)c1=O (stereo unspecified)	-2.1%	6.2%	5.1%	8.0%	i	4.8%	7.3%	20.4%
46	O=C(O)c1ccc2c(c1)ncn2C1CCCC1	1.2%	0.3%	-0.9%	2.4%	-7.1%	6.7%	·	-4.0%
47	COCCNC(=O)CSc1nc(-c2ccc(C)cc2)[nH]c1-c1ccc(OC)cc1	?	·	-4.5%	-11.3%	·	-10.4%	·	·
48	COc1ccc(O[C@H]2C=C[C@@H](c3ccccc3)O[C@@H]2COC(=O)CC/C(C)=N/OC[C@@H](O)[C@H]2O[C@@H]3OC(C)(C)O[C@@H]3[C@H]2O)cc1	-4.2%	-4.7%	-0.7%	-18.0%	-9.3%	-0.4%	-3.5%	-5.4%

These rows are one share of the data; rates above refer to the full screens.
